High-throughput results as filed in PubChem BioAssay.
ABHD5 PLIN5 PPI: ABHD5-PLIN5 protein interaction inhibition; 360,000 tested, 0.78% active; Split G. princeps luciferase complementation, luminescence, 4 h; Q00G26+Q8WTS1; inhibition, % at 4 µM;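 active = inhibition above the mean inhibition across every tested compound plus 3 SD, cut at about 22% in these data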;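 note: 0% = DMSO only wells and the 100% control is not disclosed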
NR2F2 inh: blocks human COUP-TFII nuclear receptor. HEK293T NGFI-A luciferase reporter, luminescence. 370,000 tested, 0.7% active. inhibition, % at 8.6 µM;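 active = inhibition above a per-plate cutoff, mean inhibition of test wells between control levels plus 3 SD, cut at about 38% in these data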;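 note: cells cotransfected with COUP-TFII expression vector driving the NGFI-A reporter; 0% = median of COUP-TF2 test wells and 100% = reporter-only cells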
LRH-1 inv ag: inverse agonists of human LRH-1 (NR5A2). HEK293T StAR-luciferase reporter, LRH-1 transfected, 24 h. inhibition, % at 3.6 µM. 360,000 tested, 0.13% active;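 active = inhibition above the mean inhibition of all tested compounds plus 3 SD, cut at about 73% in these data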;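 note: 0% = DMSO wells and 100% = reporter-only cells lacking LRH-1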
NCOA1 inh: inhibits human SRC1 coactivator | HEK293 GAL4-SRC1 luciferase reporter, luminescence | Q15788 | AID 588354 | 360,000 tested, 0.12% active | inhibition, % at 3.6 µM;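 active = inhibition above the campaign mean plus 3 SD, with each screening campaign given its own cutoff, cut at about 60% in these data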;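 note: 0% = DMSO treated cells and 100% = gossypol at 36 µM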
NCOA2 inhibitor: human SRC2 (NCOA2) inhibition; 370,000 tested, 0.17% active; HEK293 GAL4-SRC2 luciferase reporter, luminescence; AID 651957; Q15596; inhibition, % at 9 µM;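 active = inhibition above the mean inhibition of all tested compounds plus 3 SD, set per campaign, cut at about 52% in these data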;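 note: 0% = DMSO treated cells and 100% = cells given Gossypol at 36 µM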
Target sequence (Q15596 whole entry, looked up, the tested form may be a part): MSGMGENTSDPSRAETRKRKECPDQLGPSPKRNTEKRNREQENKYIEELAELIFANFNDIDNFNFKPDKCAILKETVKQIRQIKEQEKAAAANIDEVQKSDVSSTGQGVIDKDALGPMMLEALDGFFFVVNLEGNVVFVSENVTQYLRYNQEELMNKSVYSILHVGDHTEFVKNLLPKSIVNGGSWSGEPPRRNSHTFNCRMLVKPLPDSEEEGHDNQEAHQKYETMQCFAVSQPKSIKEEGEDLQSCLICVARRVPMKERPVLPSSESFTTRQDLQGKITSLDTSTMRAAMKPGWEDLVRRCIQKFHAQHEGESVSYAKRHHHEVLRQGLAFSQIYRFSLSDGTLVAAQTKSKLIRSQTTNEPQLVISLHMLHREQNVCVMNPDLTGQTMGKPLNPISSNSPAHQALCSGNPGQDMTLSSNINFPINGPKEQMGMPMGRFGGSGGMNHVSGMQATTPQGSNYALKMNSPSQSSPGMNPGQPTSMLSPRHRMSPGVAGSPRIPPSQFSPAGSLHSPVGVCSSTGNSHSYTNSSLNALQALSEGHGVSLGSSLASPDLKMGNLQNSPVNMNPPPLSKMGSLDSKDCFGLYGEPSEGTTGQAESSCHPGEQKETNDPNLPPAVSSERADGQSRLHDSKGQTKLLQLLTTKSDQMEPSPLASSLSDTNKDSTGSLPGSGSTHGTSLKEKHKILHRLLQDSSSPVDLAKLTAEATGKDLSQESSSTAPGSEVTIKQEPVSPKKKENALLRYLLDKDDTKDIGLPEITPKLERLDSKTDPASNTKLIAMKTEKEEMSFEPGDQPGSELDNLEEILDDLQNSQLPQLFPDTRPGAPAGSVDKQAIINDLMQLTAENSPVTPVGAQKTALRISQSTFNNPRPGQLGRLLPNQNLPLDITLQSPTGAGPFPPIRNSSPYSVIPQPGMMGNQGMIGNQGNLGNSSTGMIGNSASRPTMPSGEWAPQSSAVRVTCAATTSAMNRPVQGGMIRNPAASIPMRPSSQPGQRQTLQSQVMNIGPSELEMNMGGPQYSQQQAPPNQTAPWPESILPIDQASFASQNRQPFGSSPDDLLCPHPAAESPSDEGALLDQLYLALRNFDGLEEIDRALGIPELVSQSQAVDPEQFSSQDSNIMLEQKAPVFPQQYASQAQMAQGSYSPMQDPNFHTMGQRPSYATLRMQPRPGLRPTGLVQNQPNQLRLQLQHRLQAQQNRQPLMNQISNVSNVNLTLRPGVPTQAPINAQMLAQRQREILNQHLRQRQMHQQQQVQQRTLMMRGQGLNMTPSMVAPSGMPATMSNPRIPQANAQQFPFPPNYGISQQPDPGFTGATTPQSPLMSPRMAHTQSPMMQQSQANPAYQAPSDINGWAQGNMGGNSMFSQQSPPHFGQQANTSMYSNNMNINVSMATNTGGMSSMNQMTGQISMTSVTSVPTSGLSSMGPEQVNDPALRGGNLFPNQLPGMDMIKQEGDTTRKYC
TLR9-MyD88 inh: inhibitors of human TLR9-MyD88 binding; AID 504734; 340,000 tested, 0.21% active; CHO BLA complementation TLR9-MyD88, CCF4 FRET ratio; inhibition, % at 4.98 µM; Q9NR96+Q99836;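 active = inhibition above the mean over all tested compounds plus 3 SD, cut at about 21% in these data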;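 note: 0% = DMSO only wells and 100% = clavulanate BLA inhibitor control wells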
MC4R antagonist: antagonists of human melanocortin 4 receptor (MC4R); P32245; MC4R-expressing cells, MTII-stimulated cAMP, LANCE TR-FRET; inhibition, % at 6.5 µM; 360,000 tested, 0.48% active;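 active = inhibition above its plate's cutoff, the mean of tested wells on that plate plus 3 SD, cut at about 29% in these data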;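 note: 0% = Melanotan II alone and 100% = Melanotan II plus saturating MCL0020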
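Assay system: U2OS-MC4R stable cell line; Also added: Melanotan II; Technique: Eu-cAMP/anti-cAMP TR-FRET, emission 671 nm; Times: 30-min compound, 1-h challenge, 1-h detection, room temperature.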
NOD2-RIPK2 inh: blocks binding of human NOD2 to RIPK2 | CHO BLA complementation NOD2-RIPK2, CCF4 ratio | O43353 | 360,000 tested, 0.38% active | inhibition, % at 4.98 µM; in the data active = inhibition above about 21%;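 note: 0% = vehicle only and 100% = reference blocker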
LMP1 NFkB inh: reduces LMP1-driven NF-kappaB luciferase signal; LMP1-induced NF-kappaB luciferase reporter cells, luminescence; 350,000 tested, 0.69% active; inhibition, % at 12.5 µM; in the data active = inhibition above about 41%;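 note: 0% = neutral control wells and 100% = reference inhibitor control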
SRC3 inh: inhibitors of human steroid receptor coactivator 3 (SRC3) | HEK293 GAL4-SRC3 luciferase reporter, luminescence | Q9Y6Q9 | inhibition, % at 3.6 µM | 360,000 tested, 0.17% active;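 active = inhibition above a per-campaign cutoff, the mean of all compounds plus 3 SD, cut at about 60% in these data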;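 note: 0% = DMSO-treated cells and 100% = gossypol-treated cells at 36 µM; higher means less SRC3-driven luciferase light from the GAL4 reporter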
MC4R barr agon: activates human MC4R beta-arrestin recruitment; P32245; U2OS MC4R beta-arrestin complementation, luminescence; percent of melanotan II response, DMSO zero; activation, % at 8.9 µM; 360,000 tested, 0.98% active;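 active = activation above a per-plate cutoff, the mean activation of sample wells on that plate plus 3 SD, cut at about 8% in these data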
Starred values were filed as active, the others as inactive; x = no result given. This is a subset; count on the stated rates, not on these rows.

SMILES | ABHD5 PLIN5 PPI | NR2F2 inh | LRH-1 inv ag | NCOA1 inh | NCOA2 inhibitor | TLR9-MyD88 inh | MC4R antagonist | NOD2-RIPK2 inh | LMP1 NFkB inh | SRC3 inh | MC4R barr agon
OCCN1CCOCCOc2ccccc2OCCOCC1 | 6 | 0 | 5 | 17 | 3 | 2 | 8 | -2 | 0 | 10 | -0.8
CC(=O)OCCN(Cc1ccccc1)Cc1ccc2c(c1)OCO2 | 1 | 6 | -3 | 11 | 6 | -4 | 4 | 13 | 3 | -6 | 6.2
Cc1cccc(C(=O)NNC(=O)CCC(=O)Nc2cccc(Cl)c2C)c1 | 3 | -4 | -23 | 1 | -1 | -1 | 14 | -5 | -2 | -4 | -0.1
COc1cc2c(cc1OC)C(C(=O)N(C)Cc1ccccc1)C(c1cccnc1)N(C)C2=O (stereo not given) | 2 | -7 | 6 | -53 | -13 | -14 | 1 | 2 | 2 | 6 | 0.5
COc1ccc(C(C)(C)C)cc1NC(=O)COC(=O)c1cc(SC)ccc1Cl | 2 | 15 | -9 | -3 | 20 | -11 | 4 | -1 | -11 | -15 | -1.3
CCOc1cc(C(=O)Nc2ccc(NC(C)=O)cc2)ccc1OCC(=O)N1CCCCC1 | 5 | -7 | -7 | -4 | -15 | -3 | -3 | -6 | -4 | -1 | 0.6
CCCCNC(=O)c1ccc2c(c1)N(CC)C(=O)c1ccccc1S2(=O)=O | -5 | -2 | 12 | -2 | -11 | 11 | -4 | -2 | 1 | 5 | 0.5
CC(C)(C)OC(=O)C(Cc1ccc(OC(C)(C)C)cc1)NC(=O)CNC(=O)CNC(=O)OCc1ccccc1 (stereo not given) | 9 | 5 | 10 | 1 | 6 | 5 | 4 | -8 | 0 | 12 | 0.0
O=C(NCc1cccnc1)/C(=N\O)c1ccccc1 | -3 | -1 | -10 | 0 | -31 | 2 | -5 | 4 | -3 | 2 | -1.3
CN1CCN(C(=O)c2ccc(C(C)(C)C)cc2)CC1 | 5 | -5 | -1 | 9 | 11 | -11 | 4 | -10 | 4 | 20 | -0.1
O=C(/C=C/c1ccc2c(c1)OCCCO2)c1ccc2ccccc2c1O | -1 | -12 | -4 | -9 | 1 | 8 | 8 | -2 | -61 | -11 | -4.0
CCCCCc1c(C)nc(N2CCc3ccccc32)[nH]c1=O | 0 | 4 | 9 | -16 | 36 | 0 | -4 | -18 | 4 | 0 | -0.6
COc1ccc(N2C(=O)CS/C2=C\[N+](=O)[O-])cc1 | -4 | -7 | -2 | -4 | -31 | 7 | -4 | -5 | -11 | 0 | -0.5
COc1ccc(-n2c(Cc3cccn3C)nnc2SCC(=O)Nc2ccc(Cl)cc2)cc1 | 3 | 3 | 15 | -1 | -2 | -18 | 10 | 5 | -14 | -18 | 2.6
CCC(C)NC(=O)c1cc(OC)c(OC)c(OC)c1 (stereo not given) | 0 | x | 5 | -6 | x | -5 | -6 | -8 | 6 | 11 | 0.5
Cc1cc([N+](=O)[O-])nn1CC(=O)NCc1ccco1 | 3 | 0 | 4 | -2 | -6 | -5 | 5 | -7 | -18 | 19 | -1.8
Cc1ccc(C(=O)NC(=S)Nc2ccc(S(=O)(=O)N3CCN(C)CC3)cc2)cc1 | 0 | 11 | 8 | -4 | 31 | -1 | 3 | 6 | 2 | -35 | -2.4
COc1ccc(N2CCN(C(C)C(=O)N3CCc4ccccc43)CC2)cc1 (stereo not given) | 6 | 4 | 14 | 4 | 11 | -10 | 5 | 2 | -10 | -8 | 0.2
Cn1c(CCN2CCOCC2)nc2cc(NC(=O)COc3ccccc3)ccc21 | 14 | -3 | 19 | 8 | -23 | 0 | -1 | 4 | 11 | 17 | 0.3
CC(OC(=O)CCCN=C1NS(=O)(=O)c2ccccc21)C(=O)NC1CCCCC1C (stereo not given) | -8 | -17 | 18 | -20 | 1 | 10 | 14 | 9 | -1 | 0 | -0.7
CCOc1ccc(C(C)(O)CN2CCOCC2)cc1 (stereo not given) | 4 | 4 | 5 | -7 | 4 | -5 | 5 | -12 | -2 | 6 | -1.0
COC(=O)c1ccc(NC(=O)N2CCC(O)(c3cccnc3)CC2)cc1 | -2 | -2 | -12 | -4 | -2 | 1 | 1 | -9 | 1 | 5 | -1.7
Nc1nc(SCC(=O)c2cccs2)n[nH]1 | 0 | 12 | -11 | -42 | -5 | 8 | 3 | -2 | 8 | 6 | -1.4
O=c1c(Cl)c(NS(=O)(=O)c2ccccc2)cnn1-c1ccccc1 | -4 | -5 | -12 | -18 | 12 | 8 | 8 | -8 | 0 | 15 | -0.5
CC1(C)C2CC=C(/C=N/NC(=S)Nc3cccnc3)C1C2 (stereo not given) | 0 | -2 | 1 | 2 | -9 | -1 | 4 | 0 | 1 | 18 | -0.8

Whole records, quoted from the list:
Nc1nc(SCC(=O)c2cccs2)n[nH]1 across the screens: ABHD5 PLIN5 PPI = 0; NR2F2 inh = 12; LRH-1 inv ag = -11; NCOA1 inh = -42; NCOA2 inhibitor = -5; TLR9-MyD88 inh = 8; MC4R antagonist = 3; NOD2-RIPK2 inh = -2; LMP1 NFkB inh = 8; SRC3 inh = 6; MC4R barr agon = -1.4
CC(OC(=O)CCCN=C1NS(=O)(=O)c2ccccc21)C(=O)NC1CCCCC1C (stereo not given) across the screens: ABHD5 PLIN5 PPI = -8; NR2F2 inh = -17; LRH-1 inv ag = 18; NCOA1 inh = -20; NCOA2 inhibitor = 1; TLR9-MyD88 inh = 10; MC4R antagonist = 14; NOD2-RIPK2 inh = 9; LMP1 NFkB inh = -1; SRC3 inh = 0; MC4R barr agon = -0.7

The list continues:
SMILES | ABHD5 PLIN5 PPI | NR2F2 inh | LRH-1 inv ag | NCOA1 inh | NCOA2 inhibitor | TLR9-MyD88 inh | MC4R antagonist | NOD2-RIPK2 inh | LMP1 NFkB inh | SRC3 inh | MC4R barr agon
CCN(CC(=O)Nc1c(F)cccc1F)C(=O)c1ccc(C(F)(F)F)cc1 | -2 | -1 | -1 | 4 | 10 | 1 | 5 | -10 | 0 | -13 | -1.8
CC1(C)CC(=O)C(N=Nc2cccc(F)c2C#N)=C(O)C1 | 0 | 9 | 11 | 1 | -40 | -3 | 5 | 0 | 8 | 18 | -2.1
NS(=O)(=O)c1cccc(NC(=O)c2ccc(S(=O)(=O)N3CCCCCC3)cc2)c1 | -1 | -7 | -20 | -1 | -3 | 1 | 4 | 0 | -3 | -14 | -1.0
Cc1cc(C(=O)N2CCC(C(F)(F)F)n3nccc32)on1 (stereo not given) | 0 | -1 | -11 | 0 | -35 | -3 | 17 | -13 | -6 | -16 | -0.8
COc1cc(/C=N/NC(=O)CC23CC4CC(CC(C4)C2)C3)cc(Br)c1OCC(=O)N(C)C | 3 | 15 | 3 | -1 | 28 | -1 | 2 | 7 | -4 | -15 | 0.7
Cc1ccc(S(=O)(=O)N(CC(=O)NCC2CCCO2)C2CCCCC2)cc1 (stereo not given) | 2 | 13 | 12 | -4 | -2 | -11 | 3 | -8 | -10 | 20 | -1.2
COc1ccc(N2C(=O)C3CC=C(Cl)CC3C2=O)cc1 (stereo not given) | 1 | 20 | 28 | -6 | 16 | 4 | -3 | -21 | -11 | -8 | 0.2
O=C(c1cc(-c2ccc(Cl)cc2Cl)on1)N1CCOCC1 | 7 | -21 | -67 | -70 | -22 | 11 | -8 | 5 | 26 | -43 | -0.9
O=C(CCCOc1ccccc1)N1CCCc2ccccc21 | -7 | -22 | -42 | -41 | -30 | 6 | -1 | -8 | 1 | -28 | 0.6
CC(=O)Nc1ccc2c(c1)nc(CCN1CCOCC1)n2C | -5 | -11 | -11 | -2 | -26 | 7 | 1 | -6 | 5 | 25 | -1.2
O=C(CSc1nc(-c2ccccc2)c(-c2ccccc2)o1)Nc1nnc(-c2ccccc2)s1 | 3 | 0 | -40 | -47 | 0 | 4 | 4 | 5 | 7 | -2 | 1.2
CCOc1ccc(C=NNC(=O)c2cccc3ccccc23)cc1OCC | 8 | -2 | -19 | -18 | 7 | -4 | 6 | 4 | 9 | -16 | -1.0
Cc1c(NC(=O)c2ccc3nsnc3c2)cccc1[N+](=O)[O-] | -3 | 14 | -14 | 10 | 5 | 6 | -2 | 3 | 1 | 10 | -0.9
Cc1ccc(S(=O)(=O)NC2=NCN(C)CN2)cc1[N+](=O)[O-] | -1 | 14 | 8 | -2 | -30 | -1 | 2 | -7 | 8 | 23 | -2.8
Brc1cccc(CNCCCN2CCOCC2)c1 | -4 | -2 | 22 | 3 | -20 | 9 | 1 | -6 | 2 | 5 | -2.2
Nc1nnc(SCCCC(=O)c2ccc(Br)cc2)s1 | 6 | 0 | -12 | -9 | -1 | 2 | -1 | 8 | -15 | 12 | -0.9
COC[C@H]1CCCN1c1ccc2c(c1)O[C@@H](COCc1ccccc1)CN([C@@H](C)c1ccccc1)S2(=O)=O | 0 | -7 | 3 | x | 16 | x | x | 0 | x | x | x
Cc1nc(SCC(=O)c2ccc(Cl)s2)c2oc3ccccc3c2n1 | 3 | 6 | 5 | -2 | 1 | 0 | 10 | 1 | -11 | 13 | -1.4
O=C(Nc1ccc(Cl)cc1C(F)(F)F)c1ccccc1 | -8 | -18 | -6 | -2 | -43 | 3 | 11 | 3 | -10 | -18 | -1.0
O=C(CN1CCN(c2ccc(F)cc2)CC1)N1N=CCC1c1ccccc1 (stereo not given) | -2 | -9 | -23 | 10 | 28 | -5 | 0 | -8 | 4 | 9 | 0.3
C[C@@H]1CN[C@@H](CCO)/C1=C\c1ccccc1 | -4 | 6 | -8 | 2 | 4 | -6 | 3 | 13 | 2 | -11 | 0.3
CCOC(=O)N1CCC(NC(=O)c2cc(S(=O)(=O)N3CCOCC3)ccc2F)CC1 | -11 | x | 12 | -13 | x | -8 | 3 | -5 | 6 | 5 | -1.2
COc1ccc(NC(=O)c2cc(-c3ccccc3)on2)cc1 | 6 | -15 | 7 | -8 | -31 | 3 | -11 | -6 | -3 | -11 | 0.2
CCOc1ccc(C(=O)c2nc3c(n2O)CCCC3)cc1 | 6 | -22 | -26 | -18 | -31 | -8 | 3 | -9 | -5 | -22 | 0.3
O=C(O)/C=C/C(=O)NNC(=O)c1cccc(Br)c1 | 1 | -14 | -22 | -29 | -70 | -2 | 11 | -9 | 3 | -37 | 0.2
O=S(=O)(Nn1c(O)c(C=C2N=c3ccccc3=N2)sc1=S)c1ccccc1 | -7 | 7 | 5 | 7 | 17 | 8 | 18 | -9 | -2 | 14 | 0.0
CCc1c(C)nc(SCC(=O)Nc2c(C)n(C)n(-c3ccccc3)c2=O)[nH]c1=O | 3 | 26 | -4 | 10 | 13 | -13 | 21 | -8 | -5 | 2 | -0.8
COc1ccc2c(c1OC)C(=O)N(c1cccc(NC(C)=O)c1)C2 | 5 | -38 | -47 | -44 | -53 | 1 | -4 | -11 | -2 | -30 | 1.9
COc1ccc(-c2cc(C(=O)Nc3cc(Cl)ccc3O)no2)cc1 | -1 | -13 | -25 | -26 | 4 | 3 | 6 | 0 | -20 | -35 | -0.8
